Giardia kill: Giardia lamblia killing. activity change, % at 7.66 µM, hits read low. Giardia lamblia trophozoite viability. 340,000 tested, 0.15% active; in the data active = activity change below about -80%; inconclusive = between about -30% and that limit;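 note: parasites exposed to compound for two days anaerobically before the ATP read; % is set by controls: 0 for no effect and ±100 for the full control effect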
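Anaerobic 48 hrs incubation at 37 deg C of 100 trophozoites/well with test compounds; ATPLite 1-Step luminescence, 15-30 min RT, reports cellular ATP as viability.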
KCNH2 3.1 block: KCNH2 3.1 (human) potassium channel inhibition; 340,000 tested, 0.95% active; activity change, % (tested at about 1.8 µM); U2OS KCNH2 3.1, thallium flux FluxOr; active compounds read low;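 active = maximum activity change below -70%; inconclusive = maximum activity change from -70% to -50%; inactive = maximum activity change above -50%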;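 note: thallium influx rate constant from kinetic fluorescence after stimulation buffer; % is set by controls: 0 for no effect and ±100 for the full control effect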
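Channel expression came from 3.1 mutant virus (1.77 x 10^8 /mL) applied to suspended U2OS cells for 4 h. Flux was tracked with FluxOr dye plus Red40 quencher, and kinetic rate constants normalized to controls.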
USP2a block: USP2a (human) protease inhibition | O75604 | USP2 core, Ub-CHOP2 coupled fluorogenic reporter, 485/531 | Potency, µM (doses to about 38.3 µM), for inactives: top-dose activity change, negative = inhibition, most hits filed as inhibitors | 330,000 tested, 0.01% active | AID 463254;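 note: potency is the fitted concentration of half-maximal effect; plate controls were DMSO wells for no effect and full inhibition by NEM control for full effect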
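Deubiquitinase activity read as fluorescence (485/531 nm) after Ub-CHOP2 cleavage activates the enterokinase reporter on its substrate; USP2 core 10nM, Ub-CHOP2 and substrate 25nM each, 30min compound preincubation then 60min RT; data normalized to NEM, curves fitted.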
Menin MLL FP TR: inhibitors of human menin-MLL interaction, mutant MLL peptide. O00255. Menin + Texas Red MLL mutant peptide, fluorescence polarization. Potency, µM (top dose mostly 61.6 µM), without a hit: at the highest dose FP activity change, negative = inhibition, actives largely listed as inhibitors. 270,000 tested, 0.23% active; active = well fitted inhibition curve with a large enough effect in the polarisation, with a control signal flat, not every such curve was filed as active; inconclusive = small, poorly fitted or top-dose-only effect, or effect the other way, or a change in a side signal; inactive = no such curve, though single readings can be large or run the other way; the % refers to the polarisation; note: potency is the fitted concentration of half-maximal effect; % of control where 0% means no effect; many of its hits are not listed in these tables
hERG WT inh: KCNH2 (human, wildtype) channel inhibition; Q12809; U2OS, BacMam KCNH2, thallium flux FluxOr; active compounds read low; activity change, % at 1.84 µM; 340,000 tested, 0.37% active;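 active = maximum activity change below -70%; inconclusive = maximum activity change between -70% and -50%; inactive = maximum activity change above -50%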; note: % is set by controls: 0 for no effect and ±100 for the full control effect
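U2OS cells were transduced with wild-type KCNH2 virus (2.03 x 10^8 / mL) for 4 h at room temperature, then cultured overnight at 37 C. Thallium flux was read with FluxOr dye. Rate constants were normalized to DMSO controls.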
B2AR arrestin: recruits beta-arrestin to the human beta2-adrenergic receptor; P07550; Potency, µM (top dose mostly 46.1 µM), without a hit: at the highest dose activation, usual class: activators; 330,000 tested, 0.02% active; beta-arrestin recruitment to beta2AR, cell-based reporter;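 note: potency is the fitted concentration of half-maximal effect; 0% = DMSO controls and full agonism = EC100 isoproterenol or metaproterenol; nearly all actives have a fitted effect of over 65% in size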
MLL CXXC-DNA inh: inhibitors of human MLL CXXC domain-DNA interaction; Q03164; MLL-CXXC / FITC-HOXA9 DNA fluorescence polarization; Potency, µM (top dose mostly 115 µM), for inactives: top-dose activity change, negative = inhibition, usual class: inhibitors; 290,000 tested, 0.037% active; AID 2662; active = well fitted inhibition curve with a large enough effect in the polarisation, with a control signal flat, not every such curve was filed as active; inconclusive = small, poorly fitted or top-dose-only effect, or effect the other way, or a change in a side signal; inactive = no such curve, though single readings can be large or run the other way; the % refers to the polarisation; note: potency is the fitted concentration of half-maximal effect
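Purified MLL-CXXC (added from a 7 uM solution) was preincubated 5 min at ambient with pinned compounds in 50 mM Tris-HCl pH 7.5, 50 mM NaCl, 1 mM DTT, 0.05% BSA. Fluorescein-labeled HOX-A9 DNA (50 nM solution) followed, 30 min, then polarization read.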
TRPV1 agonist: agonists of human vanilloid receptor 1 (TRPV1); activation, % at 8.33 µM; TRPV1-expressing cells, Fluo-8 calcium influx, agonist mode; 320,000 tested, 0.19% active; Q8NER1; in the data active = activation above about 80%; inconclusive = between about 30% and that limit; note: 0% is about no effect
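TRPV1-expressing cells were cultured overnight at 35.5C and loaded with Fluo-8 calcium dye for 40 to 90 min at room temperature. After a 10 s baseline, compound was added and calcium influx was read kinetically for 3 min (ex 480/em 520 nm).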
PKM2 activator: increases activity of human pyruvate kinase M2; Potency, µM (highest dose often 57.5 µM), inactives show at the top dose activation, usual class: activators; 260,000 tested, 0.34% active; purified PKM2, Kinase-Glo ATP luminescence, activation; response scale: 0% is enzyme alone, no compound; P14618; AID 1631; note: potency is the fitted concentration of half-maximal effect; % is set by controls: 0 for no effect and ±100 for the full control effect; nearly all actives have a fitted effect of over 55% in size
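hPK-M2, >95% pure; 0.1 mM ADP / 0.5 mM PEP final; imidazole pH7.2 buffer w/ 7 mM MgCl2, 50 mM KCl; 1 h RT; Kinase-Glo lum. Intermediate enzyme activity for dual inhibitor/activator qHTS.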
FBPA coupling cs: counter-screen for Giardia aldolase inhibitors: coupling enzyme system; activity change, negative = inhibition, % at 58.2 µM, hits read low; 290,000 tested, 0.67% active; coupling enzyme system counterscreen, AmpLite Red fluorescence; in the data active = activity change below about -30%; note: % is set by controls: 0 for no effect and ±100 for the full control effect
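Fluorescence at 525 nm excitation and 598 nm emission measured inhibition of the coupled detection system without aldolase. Compounds (at 57.5 uM final) were preincubated 10 min at room temperature with coupling enzyme reagent before a 20 min substrate/AmpLite Red step.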
GALK inhibitor: blocks human galactokinase activity; Purified GALK, Kinase-Glo residual ATP luminescence; Potency, µM (top dose mostly 57.5 µM), without a hit: at the highest dose activity change, negative = inhibition, most hits filed as inhibitors; 270,000 tested, 0.007% active; AID 1868; note: potency is the fitted concentration of half-maximal effect; % is set by controls: 0 for no effect and ±100 for the full control effect
Target sequence (P51570 whole entry, looked up): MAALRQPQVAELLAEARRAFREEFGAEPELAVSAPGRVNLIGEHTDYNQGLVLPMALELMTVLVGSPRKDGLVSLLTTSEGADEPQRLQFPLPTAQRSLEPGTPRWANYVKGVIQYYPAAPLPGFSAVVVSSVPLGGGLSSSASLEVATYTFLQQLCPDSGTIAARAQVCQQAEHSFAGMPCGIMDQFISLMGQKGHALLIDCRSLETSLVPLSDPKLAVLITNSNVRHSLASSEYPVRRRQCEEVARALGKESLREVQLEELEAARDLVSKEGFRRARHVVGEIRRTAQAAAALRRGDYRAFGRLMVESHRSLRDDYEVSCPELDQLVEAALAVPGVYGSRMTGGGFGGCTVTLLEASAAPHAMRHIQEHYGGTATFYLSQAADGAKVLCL
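Human GALK (5 nM) with 35 uM ATP and 100 uM galactose in 20 mM HEPES pH 8.0, 5 mM MgCl2, 60 mM NaCl, 1 mM DTT, 0.01% BSA. After 1 h at room temperature, leftover ATP was read by Kinase-Glo Plus luminescence.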
The depositor's hits bear a star; & = joins results of further samples. Unless noted, calls come from the whole dose curve; as a rule, active = well fitted curve in the direction sought with a large enough effect; inconclusive = small, poorly fitted or top-dose-only effect, or another doubt; inactive = no such curve, though single readings can be large; an effect the other way counts as inactive or inconclusive. Only part of the results is shown. The share of hits here may be higher or lower than overall.

For CC[C@@H]1C(=O)OC[C@@H]1Cc1cncn1C the results were Giardia kill inconclusive, KCNH2 3.1 block 1&-3, USP2a block 0%&0%&2%, Menin MLL FP TR 7%&4%&1%&-6%&-4%, hERG WT inh 7&-7, B2AR arrestin -0.2%&0.2%&-0.3%, MLL CXXC-DNA inh -5%&4%&-17%&-2%&-4%, TRPV1 agonist 1&1&-6, PKM2 activator -1%&0%&-1%, FBPA coupling cs 2&1&0 and GALK inhibitor -2%&0%&7%.

Bioassay records from PubChem BioAssay.
